Screens deposited in PubChem by National Center for Advancing Translational Sciences (NCATS).
HBB splice mod = modulators of hemoglobin beta chain splicing. HBB splicing reporter cell assay, activation; EGFP reporter with mutant IVS2-654 intron; response scale: normalised to 500 nM splice-correcting PNA. Potency, µM (top dose mostly 46.1 µM), for inactives: at the highest dose activation, hits mostly activators. actives 0.06% (n = 65,000). AID 925; also: potency is read from the fitted curve at half-maximal effect; 0% is about no effect
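HeLa cells stably expressing EGFP interrupted by mutant beta-globin intron 2 (IVS2-654), 500/well in 2% FCS. Treated with compound for 2 days at 37C. Splicing correction scored as total well GFP intensity (488 nm excitation, 500-520 nm emission); 500 nM antisense PNA served as control.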
Ub-GFP proteasome = proteasome inhibitors stabilizing ubiquitin-GFP reporter | Ubiquitin-GFP reporter cells, proteasome inhibition, GFP fluorescence; response scale: untreated = 0%, 10 µM MG-132 = 100% | Potency, µM (highest dose often 45.9 µM), inactives show at the top dose activation (GFP accumulation), most hits filed as activators | 67,000 tested, under 10 active; active = well fitted activation curve with a large enough effect, not every such curve was filed as active; inconclusive = small, poorly fitted or top-dose-only effect, or another doubt; inactive = no such curve, though single readings can be large or run the other way; also: potency is read from the fitted curve at half-maximal effect
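Reporter cells (U2OS, ubiquitin-G76V-GFP fusion) are plated overnight, then treated 4 hr at 37 °C with compound titrations from 46 uM down to 2.9 nM. Activity is scaled against untreated cells and 10 uM MG-132.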
CRE Fsk mod = modulators of forskolin-stimulated CRE signaling in CHO cells; CHO CRE-bla reporter (cAMP response element driving beta-lactamase), forskolin EC10, beta-lactamase ratio; Potency, µM (top dose mostly 38.2 µM), for the others: at the highest dose activity change, negative = inhibition, hits mostly activators; actives 2.5% (n = 71,000); AID 662; active = well fitted activation curve with a large enough effect in the signal ratio, with a control signal flat, not every such curve was filed as active; inconclusive = small, poorly fitted or top-dose-only effect, or effect the other way, or a change in a side signal; the % refers to the signal ratio; also: potency is read from the fitted curve at half-maximal effect; % of control where 0% means no effect
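CRE-bla CHO reporter cells treated with compound titration plus EC10 NKH 477 (water-soluble forskolin), incubated 3 h at 37 °C; CCF4 loading 2 h at room temperature, 460/530 nm emission ratio read, AC50 values derived for positive or negative modulators.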
HADH2 inhib = HADH2 (human) dehydrogenase inhibition. recombinant HADH2, NADH fluorescence, beta-hydroxybutyryl-CoA. Potency, µM (highest dose often 57.1 µM), inactives show at the highest dose activity change, negative = inhibition, hits mostly inhibitors. actives 3.4% (n = 73,000). AID 886; also: potency is read from the fitted curve at half-maximal effect; % is scaled to controls: 0 for no effect and ±100 for the full control effect; nearly all actives have a fitted effect of over 60% in size; many of its hits are not listed in these tables
Target sequence (Q99714 whole entry, looked up, one chain of several): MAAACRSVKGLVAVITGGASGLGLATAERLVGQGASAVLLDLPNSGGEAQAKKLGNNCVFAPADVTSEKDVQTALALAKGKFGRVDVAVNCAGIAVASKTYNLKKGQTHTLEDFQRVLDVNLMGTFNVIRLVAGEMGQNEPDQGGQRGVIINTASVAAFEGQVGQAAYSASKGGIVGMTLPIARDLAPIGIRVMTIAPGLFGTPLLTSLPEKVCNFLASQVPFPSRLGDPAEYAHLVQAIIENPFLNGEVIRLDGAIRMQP
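E. coli-expressed His-tagged HADH2 tested at 20 nM in alkaline Tris buffer (pH 9.0); oxidation of 90 uM beta-hydroxybutyryl-CoA with 1 mM NAD+ tracked fluorimetrically for 4 min.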
BRCT PPI green = blocks human BRCA1 BRCT binding to phosphopeptide, green readout. actives 0.05% (n = 75,000). Potency, µM (top dose mostly 76.9 µM), for the others: at the highest dose activity change, negative = inhibition, actives largely listed as inhibitors. P38398. BRCA1 BRCT-phosphopeptide binding, green fluorescence polarization;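 also: potency is read from the fitted curve at half-maximal effect; plate controls were peptide without protein for full effect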
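Fluorescence polarization: His-tagged BRCT (~35 kDa BRCA1 C-terminus, 250 nM) bound to 100 nM fluorescein-labeled phosphorylated 10-aa BACH1 peptide, pH 7.3 phosphate buffer with DTT and Tween 20. Compounds incubated 12 min at room temperature; inhibition read as lowered polarization.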
Hsp90 Hop PPI = changes Hsp90-Hop TPR2A binding signal, up or down; Potency, µM (titrated, usually from 57 µM), inactives show at the top dose activity change, negative = inhibition; actives 0.44% (n = 71,000); AlphaScreen TPR2A-His6 binding biotin-Hsp90 C-terminal peptide; active = well fitted curve in either direction with a large enough effect; inconclusive = small, poorly fitted or top-dose-only effect, or another doubt; also: potency is read from the fitted curve at half-maximal effect; % is scaled to controls: 0 for no effect and ±100 for the full control effect; many of its hits are not listed in these tables
15-hLO inh = inhibitors of human 15-lipoxygenase (ALOX15) | Potency, µM (titrated, usually from 57.1 µM), without a hit: at the highest dose activity change, negative = inhibition, usual class: inhibitors | actives 1.4% (n = 74,000) | P16050 | purified 15hLO-1, xylenol orange hydroperoxide absorbance; also: potency is read from the fitted curve at half-maximal effect; % is scaled to controls: 0 for no effect and ±100 for the full control effect; nearly all actives have a fitted effect of over 55% in size
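Compounds were preincubated 15 min at room temperature with 40 nM purified human enzyme (25 mM Hepes pH 7.5, 0.01% Triton X-100); 50 uM arachidonic acid reacted 6 min. Fe-xylenol orange detection, 30 min, absorbance ratio 573/405 nm.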
GFP derepression = epigenetic GFP locus derepression in mouse cells. Potency, µM (highest dose often 46.1 µM), for inactives: at the highest dose GFP derepression (activation). AID 597. actives 0.09% (n = 68,000). mouse C127i GFP locus derepression, cytometry, 30 h; also: % of control where 0% means no effect
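Read-out is the number of GFP-positive cells, scored as fluorescent objects 20 to 120 um wide, reflecting derepression of a silenced CMV-GFP reporter in murine C127i cells after 30 h compound exposure at 37 C.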
USP2a inh = inhibitors of human ubiquitin-specific protease USP2a; O75604; Potency, µM (series often up to 38.3 µM), without a hit: top-dose activity change, negative = inhibition, usual class: inhibitors; AID 927; USP2a enzymatic assay, qHTS inhibition; actives 0.1% (n = 60,000);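 also: potency is read from the fitted curve at half-maximal effect; nearly all actives have a fitted effect of over 60% in size; plate controls were DMSO for no effect and NEM full inhibition control for full effect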
Target sequence (O75604 whole entry, looked up): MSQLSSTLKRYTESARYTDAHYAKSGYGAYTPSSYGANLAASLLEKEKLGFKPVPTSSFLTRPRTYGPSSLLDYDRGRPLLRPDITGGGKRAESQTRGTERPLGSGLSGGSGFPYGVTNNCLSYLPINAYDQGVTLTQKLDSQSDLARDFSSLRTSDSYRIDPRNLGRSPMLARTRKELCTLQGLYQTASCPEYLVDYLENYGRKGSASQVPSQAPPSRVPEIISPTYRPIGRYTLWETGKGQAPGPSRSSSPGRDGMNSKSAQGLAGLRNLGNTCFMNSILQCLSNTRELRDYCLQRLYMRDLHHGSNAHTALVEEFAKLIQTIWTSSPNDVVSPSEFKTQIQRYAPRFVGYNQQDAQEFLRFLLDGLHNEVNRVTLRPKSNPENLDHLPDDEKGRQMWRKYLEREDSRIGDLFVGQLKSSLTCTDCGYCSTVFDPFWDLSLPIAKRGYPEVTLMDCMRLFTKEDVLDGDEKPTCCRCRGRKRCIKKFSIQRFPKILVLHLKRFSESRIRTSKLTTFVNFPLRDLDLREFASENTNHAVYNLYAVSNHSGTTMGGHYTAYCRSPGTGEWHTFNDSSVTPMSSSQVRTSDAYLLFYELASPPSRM
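USP2 core (20nM final) preincubated 30 min RT with compound, then Ub-PLA2 20nM and NBD C6-HPC 20uM final added; buffer 20mM Tris-HCl pH 8.0, 2mM CaCl2. Fluorescence Ex 460/Em 535 read at 0 and 2.5 h; normalized to NEM.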
BRCT PPI red = inhibitors of human BRCA1 BRCT-phosphoprotein interaction (red fluorophore); P38398; BRCT-phosphopeptide binding, red fluorescence polarization; Potency, µM (top dose mostly 76.9 µM), without a hit: at the highest dose activity change, negative = inhibition, hits mostly inhibitors; actives 0.03% (n = 75,000); also: % is scaled to controls: 0 for no effect and ±100 for the full control effect
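Fluorescence polarization: 100 nM His-tagged BRCA1 BRCT with 100 nM TAMRA-labelled phospho-BACH1 decapeptide, phosphate buffer pH 7.3 with 150 mM NaCl, DTT, 0.01% Tween 20; 12 min RT. Binding inhibition seen as FP decrease.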
DNA Pol III inh = DNA polymerase III holoenzyme inhibition. reconstituted DNA polymerase III holoenzyme replication, biochemical. Potency, µM (doses to about 57.1 µM), for the others: top-dose activity change, negative = inhibition. actives 0.25% (n = 71,000). AID 603; also: potency is read from the fitted curve at half-maximal effect; % is scaled to controls: 0 for no effect and ±100 for the full control effect
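Reconstituted *E. coli* holoenzyme (0.35 nM Pol III, 1 nM beta, 154 nM SSB, 2 nM primase) was preincubated with compound for 15 min at RT. Synthesis on 1.4 nM ssM13Gori ran 35 min, then was stopped with PicoGreen/EDTA and read as dsDNA fluorescence.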
Starred values were filed as active, the others as inactive; i = inactive; ? = inconclusive; nt = not tested or not shown; & = joins results of further samples; [ ] = another dose, or the depositor's remark. Unless noted, calls follow the shape of the dose curve; as a rule, active = well fitted curve in the direction sought with a large enough effect; inconclusive = small, poorly fitted or top-dose-only effect, or another doubt; inactive = no such curve, though single readings can be large; an effect the other way counts as inactive or inconclusive. An excerpt; count on the stated rates, not on these rows.

Value order: HBB splice mod	Ub-GFP proteasome	CRE Fsk mod	HADH2 inhib	BRCT PPI green	Hsp90 Hop PPI	15-hLO inh	GFP derepression	USP2a inh	BRCT PPI red	DNA Pol III inh
> CCOC(=O)N1CCN(C(=O)C2CCCN(S(=O)(=O)c3cccnc3)C2)CC1 (configuration not stated)
→ -0.1%	-3%	2%	-1%	-3.3%	-4%[2.3 µM]	-2%	nt	nt	-1.6%	-5%
> Cc1ccc(N(C(C)C(=O)N2CCCCC2)S(C)(=O)=O)cc1C (configuration not stated)
→ nt	8%	2%	19%	-1.0%	5%	-2%	0%	-2%	-1.8%	2%
> c1csc(-c2nn[nH]n2)c1
→ nt	-1%	-1%	-12%	-2.1%	-1%	2%	-2%	-6%	1.6%	-3%
> Cc1ccc(CNC(=O)CSc2nc(N3CCCCC3)nc(N3CCCCC3)n2)cc1
→ 1.2%	8%	?	2%	-1.2%	-4%	?	5%	44%[activator]	-0.2%	11%
> COc1cc2c(cc1OC)C(c1cc3cc(OC)c(OC)cc3[nH]c1=O)N(C(=O)C1CC1)CC2 (configuration not stated)
→ nt	2%	?	?	-1.9%	?	-2%	0%	82%[activator]	-1.1%	0%
> COc1ccc(OCC(=O)N2CCN(C(=O)c3cccs3)CC2)cc1
→ 1.1%	0%	-6%	23%	1.2%	-4%	-7%	-3%	1%	-0.4%	-4%
> CC(C)C(=O)Nc1nnc(SCC(=O)NC2CC2)s1
→ -0.1%[57.5 µM]	2%	1%	?	-0.6%	-1%	2%	7%	nt	-0.3%	-6%
> CCOC(=O)c1cccc(NC(=O)CSc2nnc(COc3ccc(Cl)cc3)o2)c1
→ nt	-6%	0%	4%	0.4%	-5%	1%	1%	-4%	0.5%	-1%
> CCN(CCCNC(=O)CCNC(=O)Cn1cnc2ccccc2c1=O)c1cccc(C)c1
→ 4.6%	9%	2%	1%	-1.0%	-3%	-3%	0%	8%	-0.5%	-3%
> COC(=O)[C@@]1(Cc2ccc(OC)cc2)[C@H]2c3cc(C(=O)N(C)C)n(CCc4ccc(O)c(OC)c4)c3C[C@H]2CN1C(=O)c1ccccc1
→ -1.9%	nt	-9%	2%	2.6%	-3%	nt	nt	nt	-0.5%	0%
> N#Cc1nc(-c2ccco2)oc1N1CCN(c2cccc(Cl)c2)CC1
→ 5.5%[0.369 µM]	-6%	?	i	1.7%	?	2%	3%	-12%	-0.4%	-4%
> O=C(CSc1nnc(-c2cccs2)n1CC1CCCO1)c1cc2ccccc2o1 (configuration not stated)
→ 0.1%[57.5 µM]	0%	-14%	0%	20%	-8%	-14%	3%	37%[activator]	2.3%	0%
> CC1(C)OC(C(O)(c2cccc3c2oc2ccccc23)c2cccc3c2oc2ccccc23)C(C(O)(c2cccc3c2oc2ccccc23)c2cccc3c2oc2ccccc23)O1 (configuration not stated)
→ 3.6%[9.22 µM]	nt	nt	15%[11.4 µM]	0.8%[15.4 µM]	nt	2%[11.4 µM]	nt	nt	0.0%[15.4 µM]	nt
> CC1(C)CC(C(=O)Nc2nccs2)CCO1 (configuration not stated)
→ -1.1%	-1%	-10%	-2%	-2.7%	0%	?	0%	-2%	0.4%	-2%
> CC(C)=CCNc1ncnc2c1c(C#N)cn2[C@H]1O[C@@H](CO)[C@@H](O)[C@@H]1O
→ 4.4%[9.22 µM]	-4%[9.17 µM]	2%[7.6 µM]	-6%[11.4 µM]	1.7%[15.4 µM]	-2%[11 µM]	-3%[11.4 µM]	7%[9.22 µM]	nt	0.4%[15.4 µM]	-12%[11.4 µM]
> COC(=O)N1CCC2(CC1)CCN(c1ccncc1)CC2
→ 0.7%	-2%	1%	7%	1.1%	-4%	7%	5%[9.22 µM]	5%	-1.2%	-2%
> COc1ccc2c(c1)c(CC(=O)OCC(=O)O)c(C)n2C(=O)c1ccc(Cl)cc1
→ 1.3%[20.6 µM]	1%[20.5 µM]	1%[17.1 µM]	-2%[25.6 µM]	0.2%[3.08 µM]	-3%[26 µM]	-4%	0%&3%[20.6 µM]	-14%	-0.8%	-1%[25.6 µM]
> Cc1cc(C)c2nc(N3CCCC(C(=O)NCCN4CCOCC4)C3)sc2c1 (configuration not stated)
→ -1.4%	11%	-19%	0%	0.7%	1%	8%	-3%	11%	-0.5%	-2%
> N#Cc1nn(-c2ccccc2)nc1N1CCCCC1
→ 2.4%	-3%	?	186%[activator]	-1.1%	?	1%	0%	-13%	0.2%	-9%
> CO/C=C/C#CC1(O)CCN(C)CC1
→ 1.9%[1.84 µM]	0%	?	19%	3.4%	?	12%	0%	0%	-1.0%	4%
> COc1ccc(-c2ccc(N)[n+](CCCC(=O)O)n2)cc1
→ 0.3%[20.6 µM]	4%[20.5 µM]	0%[17.1 µM]	?	-0.3%[34.4 µM]	-4%[26 µM]	7%[25.6 µM]	17%[20.6 µM]	-3%[17.1 µM]	0.2%[34.4 µM]	-2%[25.6 µM]
> CC1Cn2c(nnc2-c2cccc(N)c2)S1 (configuration not stated)
→ -1.0%	19%	-4%	-29%	-1.6%	-4%	3%	nt	nt	0.6%	-5%
> CCOC(=O)c1ccccc1NC(=O)CN(c1cccc(OC)c1)S(C)(=O)=O
→ -0.3%[0.0738 µM]	18%[9.17 µM]	?	5%[11.4 µM]	-1.1%	-2%[11 µM]	-8%[11.4 µM]	-4%	6%[7.66 µM]	0.2%	-6%[11.4 µM]
> COC(=O)c1c(NC(=O)c2ccco2)sc(C(=O)Nc2ccc(F)cc2)c1C
→ -0.2%[57.5 µM]	-3%	3%	32µM*	-0.5%	0%	-2%	1%	nt	-0.5%	6%
> Cc1[nH]c(=O)[nH]c(=O)c1NS(=O)(=O)c1ccc2c(c1)CCCC2
→ 0.3%	3%	?	4%	0.7%	-4%	1%	-3%	2%	0.1%	-4%
> O=C(NCC1CCCO1)c1cnn2c1NC(c1ccccc1)CC2C(F)(F)F (configuration not stated)
→ -1.2%	-4%	-14%	5%	-0.5%	-4%	4%	-3%	7%	-0.6%	-6%
> CCC[C@@H]1O[C@@H]2C[C@@H]3[C@H]4CCC5=CC(=O)C=C[C@@]5(C)[C@H]4[C@H](O)C[C@@]3(C)[C@@]2(C(=O)CO)O1
→ 0.4%[20.6 µM]	1%[20.5 µM]	5%[17.1 µM]	4%[25.6 µM]	-1.7%[34.4 µM]	-1%[26 µM]	8%[25.6 µM]	-2%[20.6 µM]	9%[17.1 µM]	1.3%[34.4 µM]	0%[25.6 µM]
> CCn1ncc(Br)c1C(=O)Nc1ccc(Cl)cn1
→ -1.3%	6%	?	-8%	-1.7%	3%	-12%	2%	0%	-0.4%	2%
> O=C(CCCn1c(=O)[nH]c2cc(Cl)ccc2c1=O)NCC1CCCO1 (configuration not stated)
→ 0.5%	3%	0%	0%	-1.2%	-2%	6%	2%	3%	-1.6%	2%
> O=C(COC(=O)C1COc2ccccc2O1)NC(=O)NC1CCCC1 (configuration not stated)
→ -0.5%[57.5 µM]	3%	-5%	-6%	-0.9%	4%	-3%	2%	5%	-1.1%	-6%
> CCCOc1ccc2c3c(c(=O)oc2c1OCCC)CCC3
→ 1.8%[0.0738 µM]	-2%[9.17 µM]	23%[7.6 µM]	46%[activator][11.4 µM]	0.5%	17%[11 µM]	-4%[11.4 µM]	-2%	-11%[7.66 µM]	-0.6%	-7%[11.4 µM]
> Cn1cc(C(=O)NCCN2CCN(c3cccc(Cl)c3)CC2)c2c3ccccc3n(C)c2c1=O
→ 0.9%	5%	?	0%	-0.6%	2%	-2%	-1%	9%	-0.1%	-2%
> COC(=O)C1CCN(c2cc(=O)n(-c3ccccc3Cl)c(=O)[nH]2)CC1
→ -1.2%	6%	?	?	-1.2%	-6%	1%	4%	-3%	0.9%	4%
